# aGlu spleen mod = inhibits or activates alpha-glucosidase in human spleen homogenate; Potency, µM (highest dose often 79.9 µM), inactives show at the top dose activity change, negative = inhibition, usual class: inhibitors; human spleen homogenate, 4-MU-alpha-glucoside fluorescence; 240,000 tested, 0.006% active;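 further: 0% = enzyme with vehicle and -100% = no enzyme basal signal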
#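 Compounds were titrated against alpha-glucosidase in spleen homogenate at pH 5.0, with 1 mM 4-methylumbelliferyl substrate for 40 min at 37 C. Reactions were quenched with pH 10 NaOH/glycine and fluorescence measured.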
# Tau ThT inhib = tau fibrillization inhibition (ThT binding); recombinant tau K18 P301L, heparin-induced fibrillization, ThT fluorescence; 270,000 tested, 2.1% active; Potency, µM (titrated, usually from 57.4 µM), for inactives: at the top dose activity, negative = inhibition, usual class: inhibitors; AID 1460; further: on the % scale 0 is the no-effect control and ±100 the full control effect; nearly all actives have a fitted effect of over 55% in size
# Target sequence (P10636 561-689 P618L limits assumed): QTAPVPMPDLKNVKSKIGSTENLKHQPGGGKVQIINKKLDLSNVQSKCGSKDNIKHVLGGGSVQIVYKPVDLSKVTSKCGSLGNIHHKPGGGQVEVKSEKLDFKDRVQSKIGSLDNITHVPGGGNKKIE
#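 ThT emission at 510 nm, taken 1 hr after adding 30 uM dye, quantifies aggregates formed when 20 uM heparin acts on human tau K18 P301L for 6 hr at 37 C.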
# HTT cytoprotect = protects HTT-Q103 PC12 cells, measured by ATP. PC12 HTT-Q103 induced, cytoprotection, ATP luminescence, 40 h. 230,000 tested, 0.14% active. Potency, µM (titrated, usually from 56.4 µM), for inactives: cytoprotection (ATP increase), actives largely listed as activators;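 further: % of control where 0% means no effect; nearly all actives have a fitted effect of over 45% in size; toxic huntingtin expression switched on by the ecdysone agonist tebufenozide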
#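 Quantitative HTS on tebufenozide-induced (100 nM) PC12 cells expressing HTTQ103 exon 1–GFP; compounds tested as a concentration series; survival measured via cellular ATP.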
# Tau FP inhib = tau fibrillization inhibition (FP); 280,000 tested, 0.39% active; P10636; AID 1468; Potency, µM (top dose mostly 57.7 µM), for inactives: at the top dose activity, negative = inhibition, most hits filed as inhibitors; K18 P301L tau heparin fibrillization, Alexa594 FP, 6 h; further: on the % scale 0 is the no-effect control and ±100 the full control effect; nearly all actives have a fitted effect of over 55% in size
#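 Recombinant K18 P301L […], labeled with Alexa 594 at 0.24 uM over 15 uM unlabeled; heparin inducer 20 uM final; 37 C, 6 hr; FP endpoint.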
# GAA glycogen = alters human alpha-glucosidase cleavage of glycogen. Potency, µM (titrated, usually from 76.4 µM), for the others: at the top dose activity change, negative = inhibition, most hits filed as inhibitors. recombinant GAA, glycogen substrate, Amplex Red glucose oxidase fluorescence. AID 2100. 300,000 tested, 0.38% active;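 further: 0% = full enzyme reaction and -100% = no-enzyme basal signal; the screen sought inhibitors and activators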
#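 Recombinant human enzyme (4 nM); glycogen substrate; 37 C, 40 min, pH 5.0. Readout: coupled glucose oxidase/Amplex Red fluorescence.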
# Tau fluor cs = counter-screen for tau fibril formation inhibitors. AID 1463. Potency, µM (highest dose often 57.7 µM), for inactives: at the highest dose activity change, negative = decrease. tau K18 P301L (four-repeat tau fragment) Alexa594 fluorescence, heparin fibrillization. 280,000 tested, 0.93% active; further: on the % scale 0 is the no-effect control and ±100 the full control effect; nearly all actives have a fitted effect of over 55% in size
#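 Human K18 P301L tau (15 uM unlabeled plus 0.24 uM Alexa 594-labeled, final) in 100 mM sodium acetate pH 7 was mixed with compound and 20 uM heparin and incubated 6 hr at 37 C.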
# GAA inh = inhibitors of human lysosomal alpha-glucosidase; 200,000 tested, 0.005% active; Potency, µM (titrated, usually from 76.9 µM), inactives show top-dose activity change, negative = inhibition, most hits filed as inhibitors; P10253; purified human GAA, 4-MU-alpha-glucoside fluorescence;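 further: plate controls were uninhibited enzyme wells for no effect and no-enzyme background for full effect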
#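 Fluorescence at Ex 365/Em 440 nm from 4-methylumbelliferone reported enzyme activity after 20 min at room temperature. Reactions used 4 nM enzyme and 400 uM substrate at pH 5.0; curves fitted with the Hill equation.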
# aGal spleen mod = alpha-galactosidase A (human) modulation; Potency, µM (doses to about 80 µM), without a hit: at the top dose activity change, negative = inhibition, most hits filed as inhibitors; AID 2107; human spleen homogenate, 4MU-alpha-Gal fluorescence, 40 min; 240,000 tested, 0.008% active;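 further: 0% = enzyme with vehicle and -100% = no enzyme basal signal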
# Target sequence (P06280 32-429 limits assumed): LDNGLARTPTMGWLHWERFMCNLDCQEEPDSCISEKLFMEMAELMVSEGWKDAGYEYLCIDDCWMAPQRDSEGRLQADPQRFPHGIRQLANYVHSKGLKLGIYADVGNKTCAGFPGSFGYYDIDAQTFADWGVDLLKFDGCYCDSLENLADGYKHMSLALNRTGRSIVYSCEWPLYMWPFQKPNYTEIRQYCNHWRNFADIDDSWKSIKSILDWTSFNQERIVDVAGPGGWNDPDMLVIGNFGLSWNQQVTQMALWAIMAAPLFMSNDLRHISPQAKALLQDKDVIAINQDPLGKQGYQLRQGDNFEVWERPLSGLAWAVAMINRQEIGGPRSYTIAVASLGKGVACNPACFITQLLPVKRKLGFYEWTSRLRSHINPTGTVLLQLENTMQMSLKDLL
#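 Spleen homogenate 1 ug + cpd (titration) + 4-MU-alpha-D-galactopyranoside 1 mM; 37C 40 min; 50 mM citrate/phosphate pH 5.0, 0.01% Tween-20; stop pH 10; fluorescence 365/440; AC50 via Hill.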
# Numbers without * were called inactive; ? = inconclusive; . = not tested or not shown; [ ] = another dose, or the depositor's remark. The call rests on the fitted dose curve; in most records, active means well fitted curve in the direction sought with a large enough effect; inconclusive means small, poorly fitted or top-dose-only effect, or another doubt; inactive means no such curve, though single readings can be large; an effect the other way counts as inactive or inconclusive. Potency means the concentration at half of the fitted maximal effect.
# The opening 4 records, ahead of the listing:
SMILES,aGlu spleen mod,Tau ThT inhib,HTT cytoprotect,Tau FP inhib,GAA glycogen,Tau fluor cs,GAA inh,aGal spleen mod
COc1cc2c(cc1OC)C1(NCC2)C(=O)Nc2ccccc21 (stereo unspecified),1%,9%,-15%,2%,12%,9%,8%,-3%
C=CCOc1cccc(C(=O)NC(c2ccccc2)C(C)C)c1 (stereo unspecified),9%,-5%,4%,3%,20%,0%,3%,-4%
CCn1c(SC)nnc1C1CCN(S(=O)(=O)c2ccc(OC)cc2)CC1,-6%,-8%,-9%,0%,1%,-2%,-3%,1%
CC(=O)c1ccc(N2CCN(C(=O)CCCn3c(=S)[nH]c4cc5c(cc4c3=O)OCO5)CC2)cc1,4%,?,-14%[0.074 µM],-5%,13%,-20%,-9%,-1%

# The listing, from the start:
SMILES,aGlu spleen mod,Tau ThT inhib,HTT cytoprotect,Tau FP inhib,GAA glycogen,Tau fluor cs,GAA inh,aGal spleen mod
COc1cc2c(cc1OC)C1(NCC2)C(=O)Nc2ccccc21 (stereo unspecified),1%,9%,-15%,2%,12%,9%,8%,-3%
C=CCOc1cccc(C(=O)NC(c2ccccc2)C(C)C)c1 (stereo unspecified),9%,-5%,4%,3%,20%,0%,3%,-4%
CCn1c(SC)nnc1C1CCN(S(=O)(=O)c2ccc(OC)cc2)CC1,-6%,-8%,-9%,0%,1%,-2%,-3%,1%
CC(=O)c1ccc(N2CCN(C(=O)CCCn3c(=S)[nH]c4cc5c(cc4c3=O)OCO5)CC2)cc1,4%,?,-14%[0.074 µM],-5%,13%,-20%,-9%,-1%
Cn1c(SCC(=O)Nc2cccc(S(=O)(=O)NC3=NCCCCC3)c2)nnc1-c1ccccc1,0%,-4%,2%[10 µM],-4%,7%,-8%,12%,2%
CCC(=O)N(CCc1ccc(OC)c(OC)c1)Cc1cc2ccc(C)cc2n2nnnc12,0%,-6%,.,-6%,20%,-6%,15%,-3%
O=C(COc1ccc2c(C(F)(F)F)cc(=O)oc2c1)NCc1cccs1,0%,1%,.,-2%,-2%,-1%,5%,8%
Nc1[nH]n2c(=O)cc(-c3ccccc3)nc2c1N=Nc1ccccc1,-22%,5µM*,-79%[inhibitor],16%,16%,?,-3%,7%
COc1ccc(CCNC(=O)c2ccc3c(c2)N(Cc2cccc(Cl)c2)C(=O)CS3)cc1OC,.,-8%,.,-8%,-14%[76.3 µM],-29%,.,.
CCN(CC)C(=O)c1sc2nc(-c3ccccc3)ccc2c1N,0%,13%,.,2%,20%,11%,-6%,0%
Cc1ccc(NCCNc2ccc(C)cc2)cc1,10%,?,29%,6%,-28%,?,-14%,5%
CC(C)c1ccc(NC(=O)C(=O)C2C(=O)Nc3ccccc32)cc1 (stereo unspecified),-2%,?,-109%[inhibitor],8%,5%,-8%,6%,-3%
Cc1cnc(CNc2ncnc3ccc(-c4ccccc4CN(C)C)cc23)cn1,4%,3%,17%,-14%,.,-10%,.,?
COC(=O)C1=C(C)NC(C)=C(C(=O)OC)C1c1ccc(N(C)C)cc1,-4%,-4%,7%,2%,-21%,-9%,1%,-3%
CCCCSc1nc(C)cc(SCC(=O)N/N=C/c2cccc(OC)c2O)n1,-2%,-12%,-61%[inhibitor],7%,-3%,?,1%,-10%
CCCCCC(=O)C(=O)c1ccc(O)cc1O,-1%,2%,-14%[10 µM],5%,4%,7%,.,-2%
CCOC(=O)N1CCC(NC(=O)Cn2nc(Cc3ccncc3)c3ccccc3c2=O)CC1,-1%,-9%,-6%,-2%,3%,-5%,-4%[15.4 µM],4%
N/C(=N\OC(=O)c1ccc2c(c1)OCO2)c1ccc(Br)cc1,3%,?,?,2%,18%,1%,7%,-9%
Cc1csc(NC(=O)CN2C(=O)c3ccccc3C2=O)c1C(N)=O,3%,.,-7%[10 µM],.,2%,.,.,2%
COc1ccc(S(=O)(=O)N(CC(=O)N2CCN(c3ccccc3OC)CC2)c2ccccc2)cc1,5%,?,1%,9%,-17%,-20%,3%,11%
N#CCCn1c2ccccc2c2nc3ccccc3nc21,3%,-1%,-16%[10 µM],-7%,6%,1%,0%,3%
Cn1c(C(=O)N2CCOCC2)cnc1Sc1ncc(C(F)(F)F)cc1Cl,-5%,-9%,16%,4%,0%,-7%,-5%,0%
CCCn1c(CCC(=O)O)ccc1-c1ccc(OC)cc1,8%,?,5%[0.074 µM],2%,1%,-2%,?,22%
Cc1ccc(CN(C(=O)COc2c(C)cccc2C)C2CCS(=O)(=O)C2)o1 (stereo unspecified),.,-10%,.,-3%,-1%[76.3 µM],-19%,.,.
CCOC(=O)c1sc2nc(CSc3nc4ccccc4n3CC)[nH]c(=O)c2c1C,-5%,?,-17%[10 µM],0%,-1%,8%,-14%,-6%

# Later entries.
SMILES,aGlu spleen mod,Tau ThT inhib,HTT cytoprotect,Tau FP inhib,GAA glycogen,Tau fluor cs,GAA inh,aGal spleen mod
O=C(Nc1ccc(OCC(F)(F)C(F)F)cc1)c1ccncc1,-4%,-14%,.,5%,-7%,-12%,5%,1%
O=C(O)C1=C[C@@H](c2ccc3c(c2)OCO3)C[C@@H](OCc2ccc(CO)cc2)O1,0%,0%,13%[10 µM],4%,-15%,3%,.,-1%
O=C(Nc1ccc(Oc2ccccc2)cc1)c1ccco1,3%,-17%,-79%[inhibitor][0.074 µM],-10%,5%,-22%,1%,10%
CCCc1nc(SCC(=O)Nc2cc(Cl)ccc2OC)c2c(=O)n(C)c(=O)n(C)c2n1,4%,-6%,-9%[10 µM],-4%,2%,-4%,-1%,-2%
CC(C(=O)NC1C(=O)N2C(C(=O)O)=C(CSc3nnnn3C)CSC12)n1cc(Cl)cn1 (stereo unspecified),-3%,?,27%,-15%,-6%,-10%,2%,3%
COc1ccc(CSc2nc(C)cc(=O)[nH]2)cc1Br,0%,?,-10%[0.074 µM],-2%,6%,-6%,-2%,9%
CC(C)(C)c1ccc(C(=O)NCC(=O)OCC(=O)c2ccc3c(c2)-c2ccccc2C3)cc1,6%,-10%,-5%[10 µM],-6%,-5%,-8%,3%,5%
O=c1[nH]cnc2nc3n(c12)CCCCC3,5%,-10%,1%[0.074 µM],1%,3%,-7%,3%,3%
N#CC1=C(Nc2ccccc2)SC=C(c2ccc(Cl)c(Cl)c2)N=C1N1CCOCC1,-9%,-14%,7%,-2%,4%,-12%,-15%,-14%
CCc1ccc(NCc2nc3ccccc3c(=O)[nH]2)cc1,4%,?,4%[10 µM],11%,-20%,-29%,?,1%
CCCSc1ncc(Cl)c(C(=O)Nc2sc3c(c2C(=O)OC)CCCC3)n1,.,-1%,.,-5%,0%[76.3 µM],-6%,.,.
CCOC(=O)N/N=C/c1ccccc1OCc1ccc(Cl)cc1,0%,-8%,.,-7%,0%,-11%,-4%,3%
COC(=O)c1c(NC(=S)NN2CCOCC2)sc2c1CCCC2,-2%,-7%,11%[10 µM],0%,-3%,-14%,.,-5%
Cc1ccc(SC(C)C(=O)NCc2ccncc2)cc1 (stereo unspecified),4%,-6%,-17%[10 µM],1%,-26%,-6%,6%,5%
COc1cccc(CNC(=O)CCCNS(=O)(=O)c2cccs2)c1,2%,4%,5%,-2%,5%,-3%,-1%,2%
CCCOc1ccc(-c2nc(-c3ccc(N)cc3)cs2)cc1,-3%,?,-17%[10 µM],?,-11%,?,.,22%
COc1ccc2nc(NNC(=O)c3cc(=O)c4ccccc4o3)sc2c1,-3%,4.5µM*,-8%[10 µM],-20%,-27%,?,.,3%
CCC(C)NC(=O)Nc1ccc(Br)cc1 (stereo unspecified),-10%,-6%,.,1%,-24%,-11%,1%,1%
CCOc1nc(NCCc2ccc(OC)c(OC)c2)nc(NC(C)(C)CO)n1,-8%,-10%,2%,6%,?,2%,4%,3%
Cc1ccc(C(=O)N(CC(=O)NC2CCCCC2)c2ccccc2F)s1,7%,-12%,6%[10 µM],2%,16%,-9%,-2%,3%
CCC/C=C(\CCC)C(NC(=O)Oc1ccc(F)cc1)c1ccc(C(=O)OC)cc1 (stereo unspecified),5%,-11%,5%,6%,.,-13%,.,2%
Cn1c(/C=C/c2ccc([N+](=O)[O-])o2)nc2ccccc2c1=O,-11%,?,-110%[inhibitor],-2%,13%,?,-3%,1%
Clc1ccccc1OCCCCN1CCCC1,-12%,3%,-11%,3%,8%,3%,-2%,-6%
COCCn1c(SCC(=O)NC(=O)NC(C)(C)C)nc2ccccc21,-12%,-3%,-5%,12%,10%,-3%,0%,-2%
CCNC(=O)COC(=O)c1ccc(-c2nc3ccccc3s2)s1,4%,-16%,-60%[inhibitor],-1%,0%,-2%,?,-2%

# Random excerpt: 3 entries already listed
SMILES,aGlu spleen mod,Tau ThT inhib,HTT cytoprotect,Tau FP inhib,GAA glycogen,Tau fluor cs,GAA inh,aGal spleen mod
CCOC(=O)N1CCC(NC(=O)Cn2nc(Cc3ccncc3)c3ccccc3c2=O)CC1,-1%,-9%,-6%,-2%,3%,-5%,-4%[15.4 µM],4%
COC(=O)c1c(NC(=S)NN2CCOCC2)sc2c1CCCC2,-2%,-7%,11%[10 µM],0%,-3%,-14%,.,-5%
N/C(=N\OC(=O)c1ccc2c(c1)OCO2)c1ccc(Br)cc1,3%,?,?,2%,18%,1%,7%,-9%

# Assay outcomes from PubChem.
